Compound activity deposited in PubChem by Broad Institute.
SIRT5 block: inhibitors of human sirtuin-5 desuccinylase. Q9NXA8. Purified SirT5, succinyl-peptide AMC, trypsin-coupled fluorescence. inhibition, % at 15 µM. actives 1.1% (n = 330,000). AID 652115; in the data active means inhibition above about 15%; inconclusive means no clear call, values can overlap the other calls
Target sequence (Q9NXA8 whole entry, looked up): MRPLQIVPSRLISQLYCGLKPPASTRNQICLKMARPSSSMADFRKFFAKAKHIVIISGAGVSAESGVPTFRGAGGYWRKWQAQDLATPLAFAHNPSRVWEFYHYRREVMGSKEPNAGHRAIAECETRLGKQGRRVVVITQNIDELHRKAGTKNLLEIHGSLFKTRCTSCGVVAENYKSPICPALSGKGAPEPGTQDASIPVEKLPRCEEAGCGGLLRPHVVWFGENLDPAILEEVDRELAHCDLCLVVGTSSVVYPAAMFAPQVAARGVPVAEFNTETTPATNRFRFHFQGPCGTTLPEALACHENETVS
Cneo AK release: causes C. neoformans cell lysis. adenylate kinase release luminescence, 4 h; normalised: neutral wells 0, clomiphene wells 100. actives 0.2% (n = 360,000). AID 651654. lysis activity, % at 15 µM;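 active means mean lysis activity across replicates of at least 80%, whatever share of replicates individually reach that level; inactive means mean lysis activity below 80%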
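Assay system: C. neoformans cells. Amount: yeast cell density of 5 × 10^6 cells/mL. Technique: AK luminescence. Buffer or medium: YPD. Times: static 4 h at 37 °C with compound, 1 h detection. Dosing: single-point compound dose. Read-out: lysis from increased AK signal.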
ERp5 block: ERp5 (human) disulfide isomerase inhibition | Q15084 | inhibition, % at 9.99 µM | actives 0.05% (n = 350,000) | ERp5 insulin aggregation, absorbance 650 nm, 90 min;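 active means mean replicate inhibition above about 25%, with every replicate also reaching it, limit read from the data, passing the limit was not always enough; inconclusive means only one of those two criteria met; inactive means neither criterion met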
Target sequence (Q15084 whole entry, looked up): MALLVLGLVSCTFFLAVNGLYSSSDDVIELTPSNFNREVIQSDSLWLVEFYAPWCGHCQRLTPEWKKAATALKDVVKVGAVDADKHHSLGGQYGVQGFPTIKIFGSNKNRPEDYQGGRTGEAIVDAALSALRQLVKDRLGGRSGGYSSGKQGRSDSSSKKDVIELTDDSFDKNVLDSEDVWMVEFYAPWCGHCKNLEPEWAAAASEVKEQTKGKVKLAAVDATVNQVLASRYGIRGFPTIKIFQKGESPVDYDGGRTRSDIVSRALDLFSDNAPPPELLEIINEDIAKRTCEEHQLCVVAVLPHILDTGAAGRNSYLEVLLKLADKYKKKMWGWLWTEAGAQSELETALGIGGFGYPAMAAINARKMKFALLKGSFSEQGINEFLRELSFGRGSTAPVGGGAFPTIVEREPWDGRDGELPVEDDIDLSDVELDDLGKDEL
esBAF inh: blocks esBAF chromatin remodeling in mouse ES cells. AID 602393. reporter increase, % at 12.5 µM. actives 2% (n = 350,000). Bmi1-luciferase knock-in reporter, 24 h; 100% = twice the neutral-well signal; in the data active means activation above about 40%; inconclusive means no clear call, values can overlap the other calls;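 further: 0% = median of the plate's neutral control wells and 100% = double that signal; a rise in the Bmi1 reporter signal indicates esBAF inhibition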
miR122 inh: blocks miR-122 activity in Huh7 sensor cells; activation (reporter increase), % at 12.5 µM; Huh7 miR-122 Renilla luciferase sensor, 48 h; neutral wells = 0, positive control = 100; actives 0.3% (n = 340,000);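 active means mean replicate activation score at least 90 and every replicate individually at or above 90; inconclusive means only one of the two criteria met; inactive means neither criterion met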;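 further: higher luciferase means less miR-122 activity so hits act as miR-122 inhibitors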
C2C12 statin: suppression of simvastatin myotoxicity; C2C12 myotubes + simvastatin, ATP luminescence, 48 h; scaled: DMSO 0, geranylgeraniol control 100; rescue of ATP level, % at 7.49 µM; actives 0.78% (n = 330,000);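 active means mean ATP rescue above about 67%, or every replicate alone reaching that limit, limit read from the data, passing the limit was not always enough; inconclusive means no clear call, values can overlap the other calls; inactive means mean under the limit and some replicate under it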;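 further: myotubes were challenged with 10 µM simvastatin during compound exposure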
ARNT TACC3 PPI: ARNT/TACC3 interaction disruption; Q9Y6A5; AlphaScreen His-ARNT PAS-B/GST-TACC3 binding, luminescence; TACC3 fragment carries E629A point mutation; inhibition, % at 9.99 µM; actives 0.66% (n = 390,000); AID 623870;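 active means mean inhibition of replicates at least 50% and at least half of replicates each reaching 50%; inconclusive means half or more replicates reach 50% but mean below 50%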;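 further: 0% = complete ARNT plus TACC3 wells and 100% = ARNT alone without TACC3; many hits fall short of the cut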
* = called active by the depositor; ? = inconclusive; / = not tested or not shown; & = joins results of further samples; [ ] = dose if it differs, or a comment.

SMILES	SIRT5 block	Cneo AK release	ERp5 block	esBAF inh	miR122 inh	C2C12 statin	ARNT TACC3 PPI
COC(=O)c1ccc(S(=O)(=O)NCc2cccc(OC)c2)n1C	/	1	/	-3	3	19	-7
O=C(COc1ccc2c(-c3ccccc3)cc(=O)oc2c1)NCC1CCC(C(=O)O)CC1 (stereo not drawn)	6	-3	0	-3	-3	-4	10
CCOC(=O)C1CCN(C(=O)COC(=O)c2oc3ccccc3c2C)CC1	-1	2	1	-5	1	3	-5
COn1c(-c2ccccc2)nc2c1CCc1c-2no[n+]1[O-]	/	-1	/	-8	2	89*	-6
COCCNC(=O)[C@@H]1[C@@H](CO)[C@@H]2Cn3c(cccc3=O)[C@H]1N2Cc1cc(F)ccc1F	3	0	-9	-2	1[16.7 µM]	1	-7
O=C(CCc1ccccc1)NNC(=O)c1ccccc1Cl	1	0	11	-5	/	1	-5
CCN(CC)C1=NC=CC(c2ccccc2)=CC1C (stereo not drawn)	2	4	1	/	-3	/	5
O=C(NCc1ccccc1)C1=C[C@@H](C2CCCCC2)C[C@@H](OCCCCO)O1	-3	0	3	10	4	6	-2
CN(CCOC(=O)c1ccco1)Cc1ccccc1	/	3	/	/	-1	/	0
CN1CCN(c2ccc(Cl)cc2NC(=O)CN2C(=O)NC(C)(c3ccccc3)C2=O)CC1 (stereo not drawn)	2	5	-2	1	-13	4	2
COc1ccc(N2CCN(C3CCCN(Cc4cccc(C(C)=O)c4)C3)CC2)cc1 (stereo not drawn)	1	-2	2	0	-2	7	-4
C[C@@H]1CN([C@@H](C)CO)C(=O)c2cc(NC(=O)Cn3cnnn3)ccc2O[C@@H]1CN(C)S(C)(=O)=O	2	-3	-2	0	-3[16.7 µM]	/	-2
CCC(C(=O)N/N=C/c1cccnc1)c1ccccc1 (stereo not drawn)	-1	1	4	-9	-3	11	/
CCOc1ccccc1NC(=O)c1csc(C)c1C	-1	-7	3	3	/	0	-16
Cc1ccc(OCC(=O)c2cc(C)n(-c3cc(C)on3)c2C)c([N+](=O)[O-])n1	-1	2	3	1	1	8	4
COc1cc(C2C3C(=O)N(Cc4ccccc4)C(=O)C3ON2c2ccccc2)cc(OC)c1OC (stereo not drawn)	/	-2	/	1	6	/	/
COc1ccc(CNC(=O)C2COc3ccccc3O2)cc1 (stereo not drawn)	/	-1	/	37	-1	19	4
CC(C)NC(=O)Nc1ccc2c(c1)C(=O)N([C@H](C)CO)C[C@H](C)[C@H](CN(C)C(=O)Nc1ccc(C(F)(F)F)cc1)O2	1	-1	13	0	-4[16.7 µM]	-9	2
CC1CN(C(=O)CSc2nnc(NC(=O)NC(C)(C)C)s2)CC(C)O1 (stereo not drawn)	0	/	0	8	-2	15	3
Cc1ccc(NC(=O)C2CCN(S(=O)(=O)c3ccc4c(c3)NC(=O)CO4)CC2)cc1	-10	-1	3	3	-4	-4	-5
COCCNC(=O)Cc1cn(C)c2ccccc12	/	0	/	-4	-4	-4	-3
COc1ccc(C(CNC(=O)c2cc3ccccc3o2)N2CCCC2)cc1 (stereo not drawn)	0	0	-2	-5	-5	-16	-8
O=C(Nc1nc(-c2cccnc2)cs1)c1ccccc1Cl	-1	1	?	10	4	0	-8
CCNC(=O)C[C@@H]1C=C[C@@H](NS(=O)(=O)c2ccc(C)cc2)[C@H](CO)O1	3	0	1	-1	/	1	-32
Cc1cccc(N2CCN(C(=O)CCn3c(=O)[nH]c4ccsc4c3=O)CC2C)c1 (stereo not drawn)	0	0	-1	-3	-5	9	/
C[C@@H]1CN([C@H](C)CO)C(=O)Cc2cc(NC(=O)CCC(F)(F)F)ccc2O[C@@H]1CN(C)Cc1ccc(-c2ccccc2)cc1	8	0	-2	-3	-3[16.7 µM]	-34	1
CCCOP(=O)(c1ccc(N(C)C)cc1)C(O)c1ccc(N(C)C)cc1 (stereo not drawn)	-2	-2	0	-3	-7	-3	-21
COC(=O)C(C)Oc1cc(C)ccc1COc1ccc(-n2nc(C)n(C(F)F)c2=O)cc1 (stereo not drawn)	-2	0	-4	-8	9	-2	3
CC(NC(=O)C1CCC(=O)N1Cc1ccc(F)cc1)c1ccc2c(c1)OCCO2 (stereo not drawn)	-3	0	-7	-2	-2	0	/
CN1CCN(Cc2c(O)ccc3occ(C(=O)c4ccccc4)c23)CC1	/	1	/	2	4	14	2
N/C(=N\OC(=O)c1ccccc1Br)c1cccc([N+](=O)[O-])c1	-9	-1	-4	3	/	-5	-1
CCOc1cc(C2C3=C(CCCC3=O)OC3=C2C(=O)CCC3)cc([N+](=O)[O-])c1O	5	/	11	/	6	/	4
CN(Cc1ccccc1)C(=O)COC(=O)CNS(=O)(=O)c1ccc2ccccc2c1	-27	0	-1	/	-11	5	1
CCNC(=O)C1CCCN1C(=O)C(CCCN=C(N)N)NC(=O)C(CC(C)C)NC(=O)C(Cc1cn(Cc2ccccc2)cn1)NC(=O)C(Cc1ccc(O)cc1)NC(=O)C(CO)NC(=O)C(Cc1c[nH]c2ccccc12)NC(=O)C(Cc1cnc[nH]1)NC(=O)C1CCC(=O)N1 (stereo not drawn)	/	4	/	-7	-2	2	/
CCc1ccc(-c2cc3c(=O)n(CC(=O)NCCCN4CCN(CC)CC4)nc(C)n3n2)cc1	-1	1	-3	-8	2	-3	0
COc1ccc(-c2nnc3ccc(SCC(=O)N4CCCC4)nn23)cc1	2	-1	2	-5	-3	-3	2
CCCC1=NN2C(=N)/C(=C\c3cc(C)n(-c4cc(C)cc(C)c4)c3C)C(=O)N=C2S1	/	4	/	-1	-3	-1	/
CC(=O)N1CCN(Cc2nc(C(c3ccccc3)c3ccccc3)no2)CC1	1	/	5	-4	-8	3	1
COc1ccc(NC(=O)CCCCCn2nnc3ccccc3c2=O)cc1OC	-2	1	-2	-6	-9	-2	-5
CC(=O)c1ccc(N2C(=O)CC(N3CCN(S(=O)(=O)c4cc(C)ccc4C)CC3)C2=O)cc1 (stereo not drawn)	-1	/	3	/	-9	/	20
COc1ccccc1C#Cc1ccc2c(c1)O[C@@H](CN(C)Cc1ccccc1)[C@@H](C)CN([C@@H](C)CO)S2(=O)=O	5	6	9	-1	0[16.7 µM]	18	12
CC(C)CC#Cc1cnc2c(c1)C(=O)N([C@H](C)CO)C[C@H](C)[C@H](CN(C)S(C)(=O)=O)O2	-1	1	13	5	29[16.7 µM]	2	-24
COc1ccc(/C=N\NC(=O)c2ccc(-c3ccccc3)cc2)c(OC)c1OC	-2	-1	-1	/	/	/	3
CCCn1cc(S(=O)(=O)c2ccc(F)cc2)c(=O)c2cc(OCC)ccc21	0	-10	3	5	4	-20	-1
O=C(CN1C(=O)NC2(CCCCC2)C1=O)Nc1cccc2ncccc12	-2	1	-5	3	-4	0	1
CCOC(=O)NC1(C(F)(F)F)C(=O)N(Cc2ccccc2)C2=C1C(=O)CC(C)(C)C2 (stereo not drawn)	/	0	/	4	-1	7	-5
CCCc1cc(=O)oc2c3c(cc(OCC(=O)N[C@@H](C)C(=O)O)c12)OC(C)(C)CC3	-48	8	3	-4	-12	2	-31
Cc1cccc(C)c1OCc1nnc2c3cnn(C)c3ncn12	/	-1	/	7	3	-24	-2
Cc1ccc(S(=O)(=O)N2CC(=O)Nc3ccccc32)cc1	-6	-1	-2	-4	7	30	-1
Nc1nonc1-n1nnc(C(=O)N/N=C/c2ccc(OCc3ccccc3)cc2)c1CNc1ccccc1	-2	-2	/	15	-3	-44	-5
COCCC(=O)N(Cc1ccc2c(c1)OCO2)C(C(=O)NC1CCCCC1)c1ccncc1 (stereo not drawn)	/	0	/	-5	-6	-23	-5
O=C(CCNC(=O)c1ccccc1)Nc1ccc(F)c(Cl)c1	-4	/	-2	/	/	/	-6
CSCCC(NS(=O)(=O)c1ccc2c(c1)c(=O)n(C)c(=O)n2C)C(=O)NC1CCN(Cc2ccccc2)CC1 (stereo not drawn)	2	1	0	-1	4	0	-7
CCCSc1nn2c(=O)c3ccccc3nc2s1	/	1	/	-1	/	1	7
COc1cccc(S(=O)(=O)Nc2ccc(C(=O)N3CCOCC3)cc2)c1	/	3	/	-1	/	5	3
O=C(C/C=N\OCc1ccc([N+](=O)[O-])cc1)Nc1ccc(Cl)cc1	-2	/	-6	/	/	/	3
C[C@H]1CN([C@@H](C)CO)C(=O)CCCn2nncc2CO[C@H]1CN(C)C(=O)c1ccncc1	-9&-3&-4	1&-4&-12	-17&-2&-1	1&1&3	-3	1&1&-5	-5&-7
C=CCOC(=O)C1=C[C@@H](c2csc3ccccc23)C[C@@H](OCc2ccc(CO)cc2)O1	3	13&2	3&2	-10	/	11	-6
CCN(CC)C(=O)Oc1ccc(OC(=O)N(CC)CC)cc1	4	/	-1	-3	-2	5	/
C=CCC1(CC=C)CCCN1Cc1nc(COc2ccccc2)no1	-1	1	-4	-4	0	-5	-4
Following part
SMILES	SIRT5 block	Cneo AK release	ERp5 block	esBAF inh	miR122 inh	C2C12 statin	ARNT TACC3 PPI
COc1cccc(NC(=O)NCCCCc2ccccc2)c1	1	-5	6	8	6	3	-3
Cc1cc(C)nc(NS(=O)(=O)c2ccc(NC(=O)CSc3nc(-c4ccccc4)c(C#N)c(=O)[nH]3)cc2)n1	1	/	2	/	/	/	-7
COc1ccc(NC(=O)C2CC2)cc1OC1CCCC1	/	2	/	-2	/	0	-5
C[C@@H]1CN([C@H](C)CO)S(=O)(=O)c2ccc(C#CCN(C)C)cc2O[C@H]1CN(C)Cc1ccc(F)cc1	4	-1	2	-4	-8[16.7 µM]	-77	7
CCCCCC1=CCC/C1=N\NC(=O)c1ccc2c(c1)OCO2	-10	/	3	/	/	/	1
S=c1[nH]nc(C2CCCCC2)o1	-2	-1	1	7	-3	-8	-4
CCNC(=O)C1CCCN(C(=O)c2cccc(C#N)c2)CC1 (stereo not drawn)	-1	-5	-4	1	/	-7	/
CCSC1=N/C(=C\c2ccc(C(=O)O)cc2)C(=O)S1	/	3	/	-3	3	1	-3
COc1cccc(C(=O)NCCC(=O)NCc2cc(=O)n(C)c(=O)n2C)c1	-4	0	-3	-3	-8	-5	-3
O=C(Nc1ccc(F)cc1)N[C@@H]1CC[C@@H](CCn2cc(-c3ccccc3F)nn2)O[C@@H]1CO	2	4	-8	14	/	-4	1
Cn1c(=O)c2c(nc(N3CCOCC3)n2Cc2c(F)cccc2Cl)n(C)c1=O	/	2	/	-2	-4	22	-36
CCN1CCC(NC(=O)c2cc(OC)c(OC)cc2OC)CC1	-4	/	4	-2	2	5	-11
CC(C)[C@H](NC(=O)c1cccc(S(=O)(=O)N2CCCC2)c1)c1nc2ccccc2[nH]1	/	-4	/	0	/	13	-5
CCN(CC(=O)Nc1c(F)cccc1F)C(=O)CCCc1c[nH]c2ccccc12	1	1	-3	2	-1	6	-6
